Bioassay records from PubChem BioAssay.
Gli-Sufu antag – Gli-Sufu pathway antagonists, primary screen, luciferase luminescence, Sufu-KO-LIGHT cells, uHTS; AID 588413, 2011; 340,000 tested, 0.74% active; inhibition, % at 5 µM; Sufu-KO-LIGHT fibroblasts, Gli luciferase reporter luminescence;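 active = inhibition above about 55%, limit read from the data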;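 also: 0% = DMSO-treated cells and 100% = wells with medium but no cells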
CXCR6 block – CXCR6 receptor inhibitors, primary screen, cell-based, beta-arrestin, luminescence, CHO-K1 PathHunter, 1536-well. inhibition, % at 20 µM. 360,000 tested, 0.36% active. AID 602244, 2012. C-X-C chemokine receptor type 6 (Homo sapiens), O00574; in the data active = inhibition above about 34%, passing the limit was not always enough;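 also: antagonist mode with CXCL16 agonist at 10 nM final; 0% = 10 nM CXCL16 with DMSO and 100% = unstimulated wells without agonist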
Target sequence (O00574 whole entry, looked up): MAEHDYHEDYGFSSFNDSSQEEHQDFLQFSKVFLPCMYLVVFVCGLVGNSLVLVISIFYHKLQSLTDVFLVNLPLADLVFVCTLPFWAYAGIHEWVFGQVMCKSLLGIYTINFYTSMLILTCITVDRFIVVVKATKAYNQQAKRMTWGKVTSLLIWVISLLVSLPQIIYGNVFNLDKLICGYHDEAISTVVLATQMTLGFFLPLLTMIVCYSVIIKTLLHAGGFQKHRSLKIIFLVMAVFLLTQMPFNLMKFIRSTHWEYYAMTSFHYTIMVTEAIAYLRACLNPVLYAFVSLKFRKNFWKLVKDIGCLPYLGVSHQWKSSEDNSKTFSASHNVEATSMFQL
EBI2 antag – EBI2 receptor antagonists, beta-arrestin recruitment, primary screen, cell-based, luminescence, 7a,25-OHC stimulation, uHTS. inhibition, % at 5 µM. AID 651636, 2012. 7a,25-OHC stimulated. G-protein coupled receptor 183 (Homo sapiens), P32249. 360,000 tested, 0.81% active; in the data active = inhibition above about 38%;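 also: enzyme fragment complementation signal reports receptor beta-arrestin coupling in cells; 0% = agonist plus DMSO wells and 100% = wells without agonist; some results beyond the cut were filed as inactive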
CCR6 antagonist – CCR6 receptor antagonists, primary screen, cell-based, CHO-K1, luminescence, beta-arrestin, uHTS; C-C chemokine receptor type 6 (Homo sapiens), P51684; CHO-K1 CCR6 PathHunter beta-arrestin, CCL20-stimulated; inhibition, % at 20 µM; 340,000 tested, 0.49% active; AID 493098, 2011;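 active = compounds whose inhibition of the agonist-driven luminescence signal at 20 µM reaches about 50%, limit read from the data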;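 also: cells stimulated with CCL20 at 14 nM final; plate controls were DMSO with CCL20 for no effect and DMSO without agonist for full effect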
UBC13 polyUb – UBC13 polyubiquitin chain formation inhibitors, primary screen, biochemical, TR-FRET, uHTS; inhibition, % at 20 µM; 330,000 tested, 0.47% active; AID 485273, 2010; in the data active = inhibition above about 45%, passing the limit was not always enough
Target sequence (P61088 whole entry, looked up): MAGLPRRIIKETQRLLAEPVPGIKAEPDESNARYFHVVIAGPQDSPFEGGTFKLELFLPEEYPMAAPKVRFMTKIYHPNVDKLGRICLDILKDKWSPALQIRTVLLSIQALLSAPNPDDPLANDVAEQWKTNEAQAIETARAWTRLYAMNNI
APJ antagonist – antagonists of human apelin receptor APJ, primary screen, CHO-K1 cells, beta-arrestin complementation, luminescence. P35414. inhibition, % at 20 µM. 330,000 tested, 0.32% active. AID 2521, 2010;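 active = inhibition above about 40% at 20 µM, limit read from the data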;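 also: cells challenged with 10 nM apelin-13 agonist together with compound; plate controls were apelin-13 plus DMSO wells for no effect and DMSO wells lacking apelin-13 for full effect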
ATG4B inh – ATG4B protease inhibitors, primary screen, biochemical, fluorescence, uHTS; Cysteine protease ATG4B (Homo sapiens), Q9Y4P1; ATG4B cleavage of LC3-PLA2, NBD-HPC fluorescence, 1 h; inhibition, % at 8.33 µM; 340,000 tested, 0.51% active; AID 504462, 2011; in the data active = inhibition above about 40%
Target sequence (Q9Y4P1 whole entry, looked up): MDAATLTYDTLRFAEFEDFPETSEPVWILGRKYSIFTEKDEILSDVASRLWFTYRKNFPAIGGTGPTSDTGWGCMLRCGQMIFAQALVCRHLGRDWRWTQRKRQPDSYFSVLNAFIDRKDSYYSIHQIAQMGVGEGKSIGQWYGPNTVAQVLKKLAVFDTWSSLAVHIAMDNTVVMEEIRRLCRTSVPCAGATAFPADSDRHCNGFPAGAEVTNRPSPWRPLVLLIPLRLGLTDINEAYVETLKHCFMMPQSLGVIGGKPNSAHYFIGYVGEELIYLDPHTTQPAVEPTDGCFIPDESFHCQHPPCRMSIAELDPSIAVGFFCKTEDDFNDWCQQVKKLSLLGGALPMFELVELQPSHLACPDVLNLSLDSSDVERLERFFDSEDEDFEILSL
APJ agonist – agonists of human apelin receptor APJ, primary screen, CHO-K1 cells, PathHunter beta-arrestin, luminescence. P35414. 0% DMSO wells, 100% apelin. activation, % at 20 µM. 330,000 tested, 0.11% active;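 active = activation more than six SD over the plate average, tested at 20 µM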;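 also: 0% = DMSO alone and 100% = apelin-13 at 10 nM; some results filed as inactive read as strong as hits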
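Assay system: CHO-K1 cells stably expressing ProLink-tagged human APJ and arrestin–beta-gal acceptor. Compound dosing: 20 µM single point, 1% DMSO. Times: 16-18 h seeding, 90 min dark compound exposure, 60 min detection. Detection: beta-gal luminescence. Evaluation: APJ–arrestin association signal. Controls: negative DMSO alone, positive Apelin-13 at 10 nM.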
Starred values were filed as active, the others as inactive; · = not tested or not shown.

nr	structure	UBC13 polyUb	EBI2 antag	Gli-Sufu antag	APJ agonist	CCR6 antagonist	APJ antagonist	ATG4B inh	CXCR6 block
1	NS(=O)(=O)c1ccc(NC(=S)Nc2ccn(Cc3cccc4ccccc34)n2)cc1	9	11	34	-2	20	-7	-27	-1
2	Cc1nc2c(ccc3nc(NC(=O)C4CC4)sc32)s1	24	3	-48	-2	2	7	-16	0
3	CNC(=O)c1cccc(NC(=O)C(C)c2ccc3cc(OC)ccc3c2)c1 (configuration not stated)	-5	7	38	0	6	-14	-8	-3
4	COc1ccc(-c2nc(SC(C)C(=O)NC3CC3)n[nH]2)cc1 (configuration not stated)	3	1	-8	-6	-3	20	-2	-2
5	Cc1cc(C)cc(OCC(=O)NC2CCCc3ccccc32)c1 (configuration not stated)	-5	13	0	-1	16	11	5	-4
6	CCCNC(=O)CCn1c(=S)oc2ccccc21	-12	-6	1	-4	4	-8	3	-5
7	O=C(COc1ccc2ccccc2c1)NCC(=O)N/N=C/c1ccco1	7	-2	0	-3	10	1	-7	-10
8	COc1cccc(/C=C/c2ccc3cccc(O)c3n2)c1OC	-15	23	30	-8	50*	54*	-7	37
9	Cc1ccnc(NC(=S)NC(=O)/C=C/c2ccccc2)c1	-5	-4	-17	2	-10	13	20	-4
10	Cc1ccc(C(c2nnnn2C2CCCC2)N2CCN(c3nc4ccccc4s3)CC2)cc1 (configuration not stated)	-3	12	4	-5	11	14	-11	10
11	Cc1ccc(S(=O)(=O)NCC(=O)OCC(=O)N2CCN(C(=O)c3ccco3)CC2)cc1C	-9	-7	-3	0	9	23	5	0
12	Cc1ccc(/C=N/NC(=O)c2nnn(-c3nonc3N)c2CN(C)c2ccccc2)s1	-27	-9	-2	3	-4	9	-15	-10
13	COCCN(CC(=O)Nc1ccccc1)S(=O)(=O)c1ccc(S(=O)(=O)N2CCCC2)cc1	-11	3	-15	0	27	-14	-9	-14
14	CCn1c(COc2ccc(C)cc2)nnc1SCC(=O)NCc1ccco1	2	-9	1	-3	6	10	-8	-5
15	COc1ccc(NC(=S)Nc2cc(-c3ccccc3)[nH]n2)cc1Cl	5	23	-11	3	11	-21	14	-15
16	CC(C)CNC(=O)COc1cccc(C(=O)NCc2ccccc2)c1	0	-10	-5	-4	11	-11	-5	-1
17	COc1cccc(CC2(CO)CCCN(C(=O)c3cc[n+]([O-])cc3)C2)c1 (configuration not stated)	3	-1	6	2	9	8	20	5
18	CC1=C(C(=O)OCc2ccccc2)C(c2cccc(Cl)c2Cl)NC(=O)N1CCCCCC(=O)O (configuration not stated)	-3	3	5	7	4	-8	-5	1
19	Cc1cccc(-n2cc(-c3ccccc3)c3c(N4CCOCC4)ncnc32)c1	-6	-7	13	-2	11	13	-12	14
20	CCOc1cccc(-c2c(C(=O)N/N=C(\C)c3ccncc3)nnn2-c2nonc2N)c1	0	-9	-2	-6	18	4	-7	-2
21	O=C(Nn1cnnc1)c1ccc(F)cc1	2	-12	5	-2	3	6	-2	-5
22	COc1ccc(NC(=O)COc2ccc(N(C)S(=O)(=O)c3ccc(Cl)cc3)cc2)cc1OC	-9	0	26	6	9	10	-2	-3
23	Cc1cccc(NC(=S)NCCO)c1C	-1	-12	-3	2	14	16	-9	2
24	Cc1cccc(S(=O)(=O)Nc2ccc(-n3c(C)nc4ccccc4c3=O)cc2)c1	-1	-11	-8	3	13	-5	4	-8
25	C=CCOc1ccc(CNc2nccs2)cc1OCC	4	-11	-12	-2	11	-4	11	8
26	CCOc1ccc(N(CC(=O)N2CCN(Cc3ccccc3)CC2)S(C)(=O)=O)cc1	-5	-11	4	0	6	4	-9	-10
27	CCc1ccc(NC(=O)CC2C(=O)NCCN2C(=S)Nc2ccccc2)cc1 (configuration not stated)	9	-8	6	3	-27	-2	-10	-1
28	O=C(O)c1cc2nc3c(c(C(F)(F)F)n2n1)CCCC3	7	-3	-3	-2	5	8	1	6
29	COc1ccccc1NC(=O)N1CCN(c2ccccc2F)CC1	-7	0	0	-4	3	10	-11	-2
30	COc1ccc(Nc2nc3ccccc3nc2NS(=O)(=O)c2cccs2)c(OC)c1	-14	4	18	1	5	-19	-4	-6
31	C=CCNCc1ccccc1[N+](=O)[O-]	2	-10	4	-5	6	17	-8	-6
32	COc1ccc(-c2nnc(SCC(=O)NC3CCCc4ccccc43)n2N)cc1 (configuration not stated)	3	6	-10	-2	8	-1	-9	-5
33	CN(C)CCn1c(C(=O)O)cc2ccccc21	-11	-6	5	3	-4	3	1	-5
34	COc1ccc(N(CC(=O)Nc2ccc3c(c2)OCCO3)S(=O)(=O)c2cccc(C)c2)cc1	-6	1	-2	2	16	-29	2	5
35	Cc1cccc(NC(=O)CN(C)C(=O)c2ccc3ccccc3n2)c1C	-2	12	-8	-6	8	8	1	8
36	CNC(=O)NC(=O)C(OC(=O)Cc1cccc(C(F)(F)F)c1)c1ccccc1 (configuration not stated)	-6	9	-10	2	11	-6	2	2
37	COC(=O)c1ccc(Cn2cnc3cnccc32)cc1	6	-6	8	0	1	13	3	-2
38	CCOC(=O)Cc1csc(NC(=O)CSc2nnnn2-c2ccc(F)cc2)n1	6	-4	0	-2	10	7	-2	3
39	CN(C)C(=O)CSc1nnc(CCNC(=O)OC(C)(C)C)o1	6	-5	-4	-4	2	9	0	-6
40	CN(C)S(=O)(=O)Nc1ccc(Oc2ccccc2)cc1	2	6	-2	1	-8	4	-4	-9
41	CC1(C)CC(=O)c2cc(N=C/C(C(=O)c3ccccc3)=C(\O)c3ccccc3)c(=O)oc2C1	-14	-8	-7	-2	11	-1	-10	6
42	Cc1nc2c(nc1C)C(=O)c1ccccc1C2=O	·	-48	8	·	8	·	-1	-5
43	Cc1ccc(C)c(NC(=O)CN(C)C(=O)c2cccc(-n3cccc3)c2)c1	-7	-1	4	-1	12	-6	4	0
44	CCC1CCCCN1C(=S)NC(=O)c1cccs1 (configuration not stated)	8	11	4	-2	0	-2	-10	-2
45	O=C(NN1C(=O)c2ccccc2NC1c1ccco1)c1ccc([N+](=O)[O-])cc1 (configuration not stated)	1	-8	-4	0	-3	-10	-3	-9
46	O=C(c1ccc2c(c1)OCO2)N1CCN(c2ccc(Cl)cc2)CC1	3	4	0	-3	13	12	-12	4
47	Cc1ccccc1-n1c(SCC(=O)N2CCN(c3ccccc3)CC2)nnc1-c1ccncc1	-13	-1	20	-3	7	4	-17	-1
48	COc1ccc(S(=O)(=O)Nc2nnc(C)s2)cc1	-1	-8	1	-4	2	-21	-4	1

Entries of single compounds from above.
Profile of `O=C(NN1C(=O)c2ccccc2NC1c1ccco1)c1ccc([N+](=O)[O-])cc1` (configuration not stated) = UBC13 polyUb: 1; EBI2 antag: -8; Gli-Sufu antag: -4; APJ agonist: 0; CCR6 antagonist: -3; APJ antagonist: -10; ATG4B inh: -3; CXCR6 block: -9
Profile of `COc1ccc(S(=O)(=O)Nc2nnc(C)s2)cc1` = UBC13 polyUb: -1; EBI2 antag: -8; Gli-Sufu antag: 1; APJ agonist: -4; CCR6 antagonist: 2; APJ antagonist: -21; ATG4B inh: -4; CXCR6 block: 1

(next part)
nr	structure	UBC13 polyUb	EBI2 antag	Gli-Sufu antag	APJ agonist	CCR6 antagonist	APJ antagonist	ATG4B inh	CXCR6 block
49	COc1ccc(C(C(=O)NCC2CCCO2)N(C(=O)Cn2nnc3ccccc32)c2ccc(NC(C)=O)cc2)cc1 (configuration not stated)	-2	-14	-15	-3	7	-1	-10	-4
50	C1=Cc2ccccc2Nc2ccccc21	3	-11	-5	-2	12	-9	-3	3
51	COc1ccc(C(=O)c2cc(OC)c(OC)c(OC)c2)cc1OC	·	3	5	·	5	·	-12	7
52	O=C1[C@@H](Oc2ccccc2)[C@@H](c2ccccc2)N1c1cccnc1	·	2	-4	·	5	·	-9	3
53	O=C(c1cnsn1)N1CCC(CO)(Cc2ccc(Cl)cc2)CC1	0	-4	9	-4	14	-7	-12	0
54	O=c1cc(-c2cccs2)oc2ccc(Cl)cc12	-4	2	-97	-2	9	0	-6	-4
55	COC(=O)c1sccc1OCc1cccc(OC)c1	-2	13	0	-5	11	-4	-4	-6
56	O=C1N2CCSC2=NC1(NS(=O)(=O)c1ccccc1)C(F)(F)F (configuration not stated)	1	-4	11	0	8	7	-5	2
57	CCOC(=O)c1c(NC(=O)c2ccccc2N(C)S(=O)(=O)c2ccccc2)sc2c1CCCC2	-2	13	52	-3	12	-4	-10	8
58	Cc1ccc(NC(=O)c2cccs2)cc1NC(=O)c1ccco1	-3	5	-13	-3	15	-3	-6	-2
59	COCCOC1CCN(C(=O)C2CCC(=O)N(Cc3cccc(F)c3)C2)CC1 (configuration not stated)	-3	3	-13	-1	8	8	2	6
60	O=C(Nc1ccc(S(=O)(=O)Nc2nccs2)cc1)C1=NN(c2ccccc2)C(=O)CC1	-6	0	-1	-5	9	-31	-13	-9
61	COc1ccccc1NC(=O)c1ccc(NC(=O)CNC(=O)c2ccc(OC)c(OC)c2)cc1	1	5	29	-1	2	5	-12	16
62	CCN1CCN(c2cc(C)c3cc(NC(=S)NCc4cccs4)ccc3n2)CC1	5	13	11	1	11	5	-8	-1
63	CCOC(=O)c1[nH]c2ccc(OC)cc2c1NC(=O)CCN1CCC(C)CC1	11	·	8	0	3	21	4	·
64	OCCOCCn1c2ccccc2c2ccccc21	0	2	4	-2	27	-10	9	-6
65	COc1cccc(Oc2ccc(C(F)(F)F)cc2NC(=O)CCc2nc3ccccc3c(=O)[nH]2)c1	2	1	-2	6	10	9	-1	14
66	COc1ccc(-c2cc(C(=O)N3CCCCC3)no2)cc1OC	6	-4	-45	-5	-8	-9	-8	2
67	Cc1nc2ccccc2n1CC(=O)N1CC(=O)Nc2ccccc21	-9	-2	-3	2	12	-7	0	-4
68	COc1ccc(CNS(=O)(=O)NCc2ccccc2)cc1OC	-1	6	0	-2	16	8	-4	8
69	Cc1ccc2c(=O)[nH]c(Nc3nc(C)cc(-c4ccccc4)n3)nc2c1	-13	14	7	0	6	2	4	-4
70	Cc1ccc(NC(=O)CCN2CCN(C)CC2)cc1	-8	0	-10	-2	5	-15	3	7
71	Cc1ccc(S(=O)(=O)C2(C(=O)NC3CCCCC3C)CC2)cc1 (configuration not stated)	-4	-13	7	-4	20	14	-2	2
72	O=C(Nc1cccnc1)c1ccc(CN2CCc3ccccc3C2)cc1	-5	-5	1	-1	7	0	-6	-3
73	CCOC(=O)c1c(C)[nH]c(C(=O)COC(=O)c2ccc(F)c(S(=O)(=O)N3CCOCC3)c2)c1C	5	1	1	1	9	-11	-3	-7
74	CCCCC1=CC2=C(c3ccco3)C(=O)C(C)(OC(=O)c3ccc(OC)cc3)C(=O)C2=CN1CC1CC1 (configuration not stated)	30	-9	1	9	7	-70	13	-12
75	CCCCCN(C(=O)NC(=O)Nc1ccc(C)cc1)S(=O)(=O)c1ccccc1	-2	-12	-4	2	4	-9	0	-7
76	O=C(COC(=O)Cc1c(Cl)cccc1Cl)NCCC1=CCCCC1	12	19	3	4	-5	10	26	3
77	O=C(Nc1ccc(F)cc1)c1ccccc1CC[N+](=O)[O-]	-3	-1	-2	-4	2	14	10	6
78	Cc1ccc2nc(NC(=O)COC(=O)CSc3nc(C)cc(C)n3)sc2c1	12	1	-41	-1	-9	11	-11	-10
